Compound activity as filed in PubChem.
mouse EphA4 binding = inhibitors of EphA4 binding to KYL peptide, primary screen, biochemical, colorimetric, mouse EphA4 (AID 689). EphA4-AP binding to KYL peptide, pNPP A405; higher % means a stronger effect. inhibition, % at 10 µM; hits with a dose series show IC50 in µM. 62,000 compounds, 0.1% hits; in the data active = a potency from the dose series; inactive = the rest, 99 in 100 with inhibition below about 22%
Active calls of the source: *; & = joins results of further samples.

SMILES	mouse EphA4 binding
O=C(Nc1ccccc1)c1ccn[nH]1	3.2%
COc1ccc(-c2nc(CN3CCC(C(=O)N4CCc5ccccc54)CC3)c(C)o2)cc1OC	-14.3%
NC(=O)C1CCN(C(=O)OCc2ccccc2)CC1	-9.6%
N/C(Cc1ccc(Cl)c(Cl)c1)=N\OC(=O)c1cccs1	-7.9%
CCn1c(COc2ccccc2C)nnc1SCC(=O)O	0.6%
c1cnc2ccc(C(c3nnnn3C3CCCC3)N3CCN4CCCC4C3)cc2c1 (configuration not stated)	-18.6%
CC(NC(=O)C1CCN(S(=O)(=O)N2CCCCCC2)CC1)c1ccccc1 (configuration not stated)	15.6%
Brc1ccc(N=C/C=C/C=C/Nc2ccc(Br)cc2)cc1	-10.6%
COc1ccccc1NC(=O)c1csc2c1CCCC2	-7.0%
O=C(O)CCCCCNC(=O)c1ccc(Br)cc1	0.1%
Cc1ccc(C)c(S(=O)(=O)NCCOc2nc(NC(C)C)nc(NC(C)C)n2)c1	-13.7%
COc1ccc(CCNC(=O)C(C)Sc2ccccc2)cc1OC (configuration not stated)	-10.8%
Cc1sc2ncnc(OCC(=O)NC(C)C)c2c1C	-8.1%
CCOc1cc(NC(=O)c2ccccc2[N+](=O)[O-])c(OCC)cc1NC(=O)CC(C)C	-12.2%
O=C(NCC1CCCO1)c1ccccc1NC(=O)c1cccc2ccccc12 (configuration not stated)	-7.4%
Cc1ccc(C(=O)c2ccccc2C(=O)O)s1	-15.1%
O=C(COc1ccccc1)NCc1ccccc1	-11.5%
CC(C)CCOP(=O)(c1ccc(N(C)C)cc1)C(O)c1ccccn1 (configuration not stated)	-17.8%
COc1ccc(NC(=O)/C(=C\c2ccc(OS(=O)(=O)c3ccc(C)cc3)cc2)NC(=O)c2ccccc2)cc1	-4.0%
O=C1c2ccc(S(=O)(=O)c3ccc4c(c3)C(=O)N(Cc3cccnc3)C4=O)cc2C(=O)N1Cc1cccnc1	-1.5%
COC(=O)[C@@H](NC(=O)Nc1ccc(OC(F)(F)F)cc1)C(C)C	7.1%
O=C1CCCC2=C1C(c1ccco1)Nc1ccc(C(=O)c3ccccc3)cc1N2 (configuration not stated)	-4.7%
CCOC(=O)c1[nH]c2ccc(OC)cc2c1NC(=O)C(C)N1CCSCC1 (configuration not stated)	-0.1%
CCCOc1ccccc1NC(=O)/C=C/C(N)=O	-12.8%
O=C(Nc1ncccc1Cl)C(Sc1ccccc1)c1ccccc1 (configuration not stated)	-7.8%

Not a retest: two of the compounds above.
SMILES	mouse EphA4 binding
O=C(Nc1ccccc1)c1ccn[nH]1	3.2%
COc1ccc(-c2nc(CN3CCC(C(=O)N4CCc5ccccc54)CC3)c(C)o2)cc1OC	-14.3%

Remaining list, next part:
SMILES	mouse EphA4 binding
COC(=O)Cc1c(C)c2c(OCc3nn[nH]n3)cc(C)cc2oc1=O	7.5%
O=C1NC(c2ccccc2Cl)Nc2ccccc21 (configuration not stated)	-3.9%
CC1=NCCN1S(=O)(=O)c1ccc(Br)c(C)c1	3.5%
CCC(=O)Nc1nc2c(OC)ccc(OC)c2s1	7.2%
Cc1ccc2nc(/C(C#N)=C/c3cn[nH]c3-c3ccc(F)cc3)[nH]c2c1	-8.9%
CC1CCCN(C/C=C/c2ccccc2[N+](=O)[O-])C1 (configuration not stated)	-0.8%
O=c1oc2ccccc2cc1-c1nc(-c2ccccc2)no1	-7.3%
COCCNC(=S)NC1CC2CCCC(C1)N2Cc1cccs1 (configuration not stated)	-4.4%
C=CCN=C1SCC(=O)N1S(=O)(=O)c1ccccc1	-13.6%
O=C(O)CCn1c2c(c3ccccc31)CCCC2	-15.7%
O=C(COC(=O)c1ccccc1NC(=O)c1ccco1)Nc1ccc2c(c1)OC(F)(F)O2	-11.0%
Cc1cc(C)nc(Sc2c(F)c(F)c(C(F)(F)F)c(F)c2F)n1	-2.4%
CC(C)(C)c1ccc(-c2nnc(NC(=O)Nc3ccccc3)s2)cc1	-11.8%
COc1cc(-c2cc(-c3ccccc3)nc(SCC(=O)Nc3nccs3)c2C#N)cc(OC)c1OC	4.9%
CCCOP(=O)(OCCC)C1(Nc2ccc(C)cc2)CCCCC1	-10.8%
Cc1cccc(C2OC3(C(=O)c4ccccc4C3=O)C(c3ccc(Br)cc3)C23C(=O)c2ccccc2C3=O)c1 (configuration not stated)	-9.2%
CCCOc1ccc(N2CC(C(=O)Nc3ccccn3)CC2=O)cc1 (configuration not stated)	-4.2%
Cc1ccc(-n2c(CNc3ccc(F)cc3)nnc2SCC(=O)N2CCCC2)cc1	-5.6%
CCOC(=O)C1=C(C)N(c2nonc2NC(C)=O)C(N)=C(C#N)C1c1ccccc1F (configuration not stated)	-13.3%
CC(=O)NCCSCCNC(C)=O	-20.2%
NC(=O)C1CC=CCC1C(=O)OCC(Cl)=C(Cl)Cl (configuration not stated)	-3.4%
NC(=O)c1cnn(Cc2ccc(Cl)cc2)c1N	6.0%
COC(=O)CN(c1ccccc1Br)S(C)(=O)=O	-2.9%
C/C(=N\NS(=O)(=O)c1ccc(C)cc1)c1ccc(C)s1	-9.9%
CCOC(=O)C1CCCN(C(=O)c2cn(CC)c3ccc(S(=O)(=O)N(C)C)cc3c2=O)C1 (configuration not stated)	-18.0%

Among those listed so far, these have a furan ring, fused or not.
SMILES	mouse EphA4 binding
O=C1CCCC2=C1C(c1ccco1)Nc1ccc(C(=O)c3ccccc3)cc1N2 (configuration not stated)	-4.7%
O=C(COC(=O)c1ccccc1NC(=O)c1ccco1)Nc1ccc2c(c1)OC(F)(F)O2	-11.0%

3 compounds out of the list, sorted by SMILES length, rising.
SMILES	mouse EphA4 binding
CCC(=O)Nc1nc2c(OC)ccc(OC)c2s1	7.2%
CC1CCCN(C/C=C/c2ccccc2[N+](=O)[O-])C1 (configuration not stated)	-0.8%
CCOC(=O)C1CCCN(C(=O)c2cn(CC)c3ccc(S(=O)(=O)N(C)C)cc3c2=O)C1 (configuration not stated)	-18.0%

The list continues:
SMILES	mouse EphA4 binding
COC(=O)c1ccc(CN2C(=O)NC3(CCCCC3C)C2=O)o1 (configuration not stated)	-11.1%
COc1ccc(-n2c(SCC(=O)Nc3ccc4c(c3)OCO4)nnc2C(C)N2CCCCC2)cc1 (configuration not stated)	-0.3%
CSc1oc(-c2ccc(F)cc2)nc1S(=O)(=O)c1ccc(F)cc1	7.5%
O=C(COc1ccccc1)Nc1ccncc1	-2.9%
CCC(=O)N(Cc1cccs1)C1CCOC(C)(C)C1 (configuration not stated)	-8.6%
O=C1C2ON(c3ccccc3)C(c3ccccn3)C2C(=O)N1c1ccc(Br)cc1 (configuration not stated)	-11.7%
O=C(COc1ccc([N+](=O)[O-])cc1)NCc1ccccc1	-1.4%
CCCCNCCOCCSc1ccc(Cl)cc1	-6.2%
c1ccc(OCc2nn3c(-c4ccco4)nnc3s2)cc1	10.5%
O=C1C2C3CCC(O3)C2C(=O)N1c1ccccn1 (configuration not stated)	-9.8%
Cc1ccccc1Cn1cnc2c([N+](=O)[O-])c(C)c(C)cc21	-10.2%
O=C(Nc1ccc(S(=O)(=O)Nc2nccs2)cc1)c1cc(-c2ccccc2Cl)nc2ccccc12	-2.5%
CCOC(=O)c1c(C)oc2c(CN3CCN(C)CC3)c(Br)c(OC)c(O)c12	-4.0%
C/C(=N\NC(=O)c1cccc(Cl)c1)c1cccc(NC(=O)C(C)C)c1	-5.3%
Cc1ccc(NC(=O)CCCN(C)S(=O)(=O)c2ccc(C)cc2)cc1	13.5%
Cc1ccc(S(=O)(=O)/N=C(/CSC(N)=O)Nc2ccccc2)cc1	4.8%
Nc1nnc(C2CCCC2)s1	-23.4%
COC(=O)c1ccccc1S(=O)(=O)Nc1ccc2cn[nH]c2c1	-26.7%
CCC(C)[C@H](NC(=O)Nc1ccc2c(c1)OCCO2)C(=O)O (some centres not stated)	-1.5%
CCOC(=O)c1cnc(SCC(=O)N2CCN(C(=O)c3ccco3)CC2)nc1N	-4.9%
CC(C)c1ccc(OCc2ccc(C(=O)N3CCN(c4ccccn4)CC3)cc2)cc1	-8.0%
O=C(Nc1cc(C(F)(F)F)ccc1N1CCCCC1)c1ccc(Br)o1	-3.8%
O=C(Nc1ccc2oc(-c3ccccc3F)nc2c1)c1ccc2c(c1)OCCO2	5.6%&-2.3%
CCOc1cc2c3c(c1)C1(Nc4ccccc4S1)C(=O)N3C(C)(C)CC2C (configuration not stated)	9.1%
Cc1ccc(N2C(=O)C3Sc4[nH]c(=O)sc4C(c4ccccc4)C3C2=O)cc1 (configuration not stated)	-6.6%
SMILES	mouse EphA4 binding
Cc1nn(-c2ccccc2)c(C)c1C(=O)OCC(=O)Nc1ccc2c(c1)OCO2	-5.5%
CCOCCN(C=O)c1cccc(OC)c1	-11.0%
CNC(=S)N1N=C(c2ccc(C)cc2)CC1c1ccc(Br)cc1 (configuration not stated)	-3.9%
COCCCNCCOCCOc1c(OC)cccc1OC	-1.3%
Cc1nc(CNS(=O)(=O)c2cccc(F)c2)cs1	0.9%
CC(C)(Oc1ccc(Cl)cc1)C(=O)Nc1cccnc1	-7.1%
Cc1ccc(N=C2NC(=O)C(CC(=O)O)S2)cc1 (configuration not stated)	-0.7%
CC(C)CCOC(=O)/C(=C/c1ccco1)NC(=O)/C=C/c1ccccc1	-7.6%
COC(=O)c1c(O)c2c([nH]c1=O)CCCC2	-1.0%
COc1ccc(OC)c(N(CC(=O)Nc2cccc(Br)c2)S(C)(=O)=O)c1	0.3%
N/C(=N\c1nc2c(c(=O)[nH]1)CCC2)Nc1cccc2ccccc12	-2.2%
Cc1cccc(OCC(=O)N/N=C\C=C\c2ccc3c(c2)OCO3)c1C	-6.1%
COc1ccc(C2C(C(=O)OC(C)C)=C(C)N=c3s/c(=C\c4ccc5c(c4)OCO5)c(=O)n32)cc1 (configuration not stated)	21.5%
CCOc1ccc(CCNC(=O)CCc2c(C)nc3ncnn3c2C)cc1OCC	2.9%
CCOc1ccccc1NC(=O)N1CCC(NC(=O)c2cccc(C)c2)CC1	-29.6%
O=C(CSc1cccc[n+]1[O-])c1cc2ccccc2o1	16.1%
CC(C)Nc1nc(-c2ccccc2Cl)nc2ccccc12	-1.6%
CCOC(=O)c1c(C)n(C)c2ccc(OC)c(NC(=O)CN3CCC4(CC3)OCCO4)c12	-25.4%
COc1ccc(S(=O)(=O)Nc2ccc(Br)cc2C)cc1	-7.3%
CCOC(=O)c1oc2ccccc2c1NC(=O)COc1ccc(F)cc1	5.9%
O=C(NCc1ccco1)c1ccc2c(c1)C(=O)N(C1CCCCC1)C2=O	-3.5%
OCc1ccccc1N=c1ssnc1Cl	-7.0%
COc1ccccc1OCC(=O)NCCc1nc2ccccc2[nH]1	0.1%
CC(C)(C)C(=O)Nc1nnc(CSCc2ccccc2F)s1	-2.6%
CC(C)CC(NC(=O)c1ccco1)C(=O)Nc1ccc2c(c1)OCCO2 (configuration not stated)	5.0%

Quoted from the listing:
Result of CCOCCN(C=O)c1cccc(OC)c1 in mouse EphA4 binding: -11.0%
Result of COc1ccc(C2C(C(=O)OC(C)C)=C(C)N=c3s/c(=C\c4ccc5c(c4)OCO5)c(=O)n32)cc1 (configuration not stated) in mouse EphA4 binding: 21.5%

Carrying on.
SMILES	mouse EphA4 binding
COc1cccc(Nc2cc(N3CCOCC3)c3nonc3c2[N+](=O)[O-])c1	2.2%
CCCS(=O)(=O)N1CCCC(C(=O)NCCCOC(C)C)C1 (configuration not stated)	-6.8%
Cc1ccc(S(=O)(=O)N2CCC(Cc3ccccc3)CC2)cc1C	21.2%
CCOc1ccc(C(=O)Nc2ccc(OC)c(OC)c2)cc1[N+](=O)[O-]	-0.9%
Cc1cc(Cl)c(S(=O)(=O)N/N=C/c2ccc3c(c2)OCO3)c(Cl)c1	3.6%
CCOC(=O)Cn1c(=O)oc2cc(S(=O)(=O)Nc3ccc(N(CC)CC)cc3C)ccc21	-29.2%
COc1ccccc1C(=O)CSc1n[nH]c(N)n1	4.6%
O=C1NN(c2ccccc2)C(=O)C2C3C=CC(C4CC34)C12 (configuration not stated)	-8.2%
CC1(C)CC(=O)C2=C(C1)NC1=C(C(=O)CC(C)(C)C1)C2c1ccc2c(c1)OCO2	-1.1%
C=CCNC(=O)C(=O)NCCCOC	7.7%
O=C(/C=C/c1cccc(C(F)(F)F)c1)Nc1cccc2ncccc12	5.7%
Cc1cccc(Oc2ccc(C(=O)NC3CCSC3=O)cn2)c1C (configuration not stated)	-6.3%
COc1ccc(CCNC(=O)C2CCCN2C(=O)Nc2cccc(C(C)=O)c2)cc1OC (configuration not stated)	-2.5%
Cc1cccc(NC(=O)CC2S/C(=N\N=C\c3cccc(O)c3)NC2=O)c1C (configuration not stated)	-8.1%
COC(=O)c1c(C)n(-c2ccccc2)c2ccc(O)cc12	-11.3%
O=C(/C=C/c1ccc2c(c1)OCO2)Nc1ccccc1F	-9.4%
Cc1csc(Sc2nc3c(c(=O)[nH]c(=O)n3C)n2CCCc2ccccc2)n1	-9.9%
FC(F)(F)c1cccc(NC(=S)NCCc2ccccn2)c1	-9.3%
Nc1c(S(=O)(=O)c2cccs2)c2nc3ccccc3nc2n1Cc1cccs1	-1.8%
O=C(Nc1cc(=O)[nH]c2ncnn12)c1ccccc1	4.1%
Cc1ccc(OCC(=O)NNC(=O)CCC(=O)Nc2ccc(C)cc2C)cc1	-9.5%
Cc1ccc(S(=O)(=O)N(CC(=O)NCCC2=CCCCC2)Cc2ccccc2F)cc1	-2.6%
CCSc1nnc(NC(=O)c2cccs2)s1	4.1%
O=C(O)c1ccc(NS(=O)(=O)c2cccc3cccnc23)cc1	2.1%
COc1ccc(CCNC(=O)C2CCN(S(=O)(=O)N3CCCCC3)CC2)cc1OC	-9.0%

These rows are one share of the data; rates above refer to the full screens.
